# TNAP inh hiacc – blocks human TNAP under high phosphate acceptor concentration. P05186. purified TNAP, CDP-star luminescence, 1 M DEA. inhibition, % at 20 µM. 0.03% of 200,000 active. AID 1135;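 active means over 50% inhibition of tissue-nonspecific alkaline phosphatase at 20 µM in the single-dose screen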;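 further: plate controls were DMSO wells for no effect and EDTA-quenched wells as full inhibition for full effect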
# Target sequence (P05186 whole entry, looked up): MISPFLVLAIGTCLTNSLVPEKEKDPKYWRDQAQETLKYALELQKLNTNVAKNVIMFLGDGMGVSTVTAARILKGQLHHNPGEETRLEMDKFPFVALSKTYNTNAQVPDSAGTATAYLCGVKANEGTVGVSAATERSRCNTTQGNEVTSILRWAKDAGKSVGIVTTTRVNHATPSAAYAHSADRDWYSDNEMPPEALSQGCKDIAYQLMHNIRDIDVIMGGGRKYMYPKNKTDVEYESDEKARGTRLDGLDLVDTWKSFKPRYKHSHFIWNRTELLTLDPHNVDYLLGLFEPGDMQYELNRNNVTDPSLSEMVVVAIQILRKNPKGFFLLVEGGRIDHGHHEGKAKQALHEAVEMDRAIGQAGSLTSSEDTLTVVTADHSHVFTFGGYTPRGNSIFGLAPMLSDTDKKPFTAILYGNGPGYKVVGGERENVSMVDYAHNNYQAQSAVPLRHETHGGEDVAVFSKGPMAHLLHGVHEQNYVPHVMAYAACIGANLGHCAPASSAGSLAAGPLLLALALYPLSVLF
# bIAP act – increases bovine intestinal alkaline phosphatase activity. purified bovine IAP, CDP-star luminescence, 30 min; stronger effect = higher value; fold of DMSO-control signal, blank-subtracted. activation factor at 20 µM. 0.17% of 200,000 active. AID 1016;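 active means activation factor of 2 or more at 20 µM, a signal rise over negative controls twice the positive control's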
# RAM network inh – inhibitors of the yeast RAM network; S. cerevisiae dse1pr::URA3 reporter, 5-FOA growth OD615, 2 d; analog-sensitive cbk1-as2 kinase mutant strain; inhibition, % at 50 µM; 1.8% of 190,000 active;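 active means inhibition above a set limit, 3 SD over mean compound inhibition, cut at about 8.4% in these data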;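 further: 0% = DMSO-only wells with no growth and 100% = 10 µM 1-NA-PP1 full growth; inhibition rescues growth on 5-FOA so higher OD means more RAM inhibition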
# TNAP act hi DEA – TNAP (human) activation, high acceptor; P05186; activation factor at 20 µM; 200,000 tested, under 10 active; purified TNAP, CDP-star luminescence, 1 M DEA, 30 min; stronger effect = higher value; 0 = EDTA background, 1 = DMSO-only activity;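 active means activation factor at least 2 at 20 µM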
#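 Dosing: 20 µM single point. System: human TNAP. Amount: TNAP 1/800 final. Incubation: 30 min, room temperature. Read-out: TNAP activation factor scaled between EDTA and DMSO control wells. Signal: luminescence from CDP-star hydrolysis. Medium: 1 M DEA, pH 9.8, Mg2+, Zn2+. Control set: EDTA negative control, DMSO positive control.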
# FLuc inh counter – Photinus pyralis luciferase inhibition counter-screen. inhibition, % at 10 µM. ATPLite firefly luciferase biochemical luminescence, 10 min. 1.5% of 200,000 active;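 active means inhibition above about 50% when tested at 10 µM, limit read from the data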
# Target sequence (P08659 whole entry, looked up): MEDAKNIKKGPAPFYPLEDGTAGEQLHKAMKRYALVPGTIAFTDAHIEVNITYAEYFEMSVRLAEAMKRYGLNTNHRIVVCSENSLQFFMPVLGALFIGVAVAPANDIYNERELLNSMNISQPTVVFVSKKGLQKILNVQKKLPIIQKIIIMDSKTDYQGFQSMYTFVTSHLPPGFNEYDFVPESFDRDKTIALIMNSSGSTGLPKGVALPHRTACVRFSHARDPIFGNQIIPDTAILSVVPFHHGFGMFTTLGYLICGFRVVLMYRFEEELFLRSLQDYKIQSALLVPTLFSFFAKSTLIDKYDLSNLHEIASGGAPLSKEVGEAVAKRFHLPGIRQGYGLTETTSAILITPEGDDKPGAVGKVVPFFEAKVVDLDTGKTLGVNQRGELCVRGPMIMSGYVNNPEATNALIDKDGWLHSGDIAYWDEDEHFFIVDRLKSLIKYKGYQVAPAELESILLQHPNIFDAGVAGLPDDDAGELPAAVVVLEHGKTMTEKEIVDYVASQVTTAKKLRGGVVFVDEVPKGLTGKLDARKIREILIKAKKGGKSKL
# TNAP inh noacc – TNAP (human) inhibition, acceptor-free conditions; 0.26% of 200,000 active; P05186; purified TNAP, CDP-star luminescence, 30 min; AID 1012; inhibition, % at 20 µM;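 active means tissue-nonspecific alkaline phosphatase inhibition above about 50% at 20 µM in the single-dose screen, limit read from the data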;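 further: 0% = DMSO negative control and 100% = EDTA positive control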
# L major viab – Leishmania major promastigote growth inhibition; 9% of 200,000 active; inhibition, % at 10 µM; Leishmania major promastigotes, resazurin fluorescence viability; in the data active means inhibition above about 50%;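 further: promastigotes grown with compound for 44 hours at 28 °C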
# bIAP inh – blocks bovine intestinal alkaline phosphatase activity. purified bovine IAP, CDP-star luminescence, 30 min. inhibition, % at 20 µM. 190,000 tested, under 10 active. AID 1019;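 active means over 50% inhibition of intestinal alkaline phosphatase at 20 µM in the single-dose screen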
#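 System: purified bovine intestinal alkaline phosphatase (IAP) enzyme; Input: IAP diluted 1/65,000,000 in the well; Measured by: CDP-star luminescence signal; Compound dosing: 20 µM single dose; Incubation: 30 min reaction at room temperature.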
# APP transl inh – APP translation inhibition; inhibition, % at 2 µM; 0.82% of 190,000 active; SH-SY5Y APP 5'UTR-luciferase reporter, luminescence;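 active means inhibition above a set limit, derived from the sample mean plus 3 SD, cut at about 45% in these data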; further: values of inactives mirror those of a sister screen read the other way
# FLuc act counter – affects firefly luciferase, flagging false hits in luciferase stimulation screens; AID 1027; ATPlite luciferase biochemical, luminescence, 10 min; 0 = ATP-free wells, 1 = DMSO control; 200,000 tested, under 10 active; activation factor at 10 µM; P08659;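 active means luciferase activation factor, scaled between plate controls, of at least 2 with compound at 10 µM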
#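 Material: Luciferase/luciferin reagent mix; Doses: test compounds dosed from 2 mM stocks in 100% DMSO; Schedule: 10 min incubation after luciferase reagent addition, room temperature; Measured by: luminescence from luciferase reaction; Read-out: luminescence gain marking luciferase activators.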
# Starred values were filed as active, the others as inactive; / = not tested or not shown.
# Below each SMILES: TNAP inh hiacc	bIAP act	RAM network inh	TNAP act hi DEA	FLuc inh counter	TNAP inh noacc	L major viab	bIAP inh	APP transl inh	FLuc act counter
O=C1CC(c2ccc(F)cc2)Cc2nc(N3CCc4ccccc43)ncc21 (stereo not given)
    -5	1	/	1.1	0	-17	/	4	/	1
COc1cccc(-n2c(C)cc(/C=C3/C(=N)N4C(=NC3=O)SN=C4S(C)(=O)=O)c2C)c1
    2	1.1	3.8	1	32	-2	5	-10	-19	0.7
COc1ccc(OC)c(C2CC(=O)Nc3cc(OC)c(OC)c(OC)c32)c1 (stereo not given)
    -4	0.9	-0.1	1	-5	-8	1	8	11	1.1
CCOc1ccccc1N1CCN(C(=O)C(Sc2ccccc2)c2ccccc2)CC1 (stereo not given)
    0	1	5.8	1	-1	-5	15	2	-1	1
CCOc1ccc(-n2c(C)nc3cc(C(=O)NCc4ccc5c(c4)OCO5)ccc32)cc1
    -12	1	1.1	1.1	-6	-33	-8	2	7	1.1
CCS(=O)(=O)c1nc(S(=O)(=O)c2ccc(C)cc2)c(NCCCN(C)C)s1
    -2	1.1	1.0	1	0	-16	48	-8	-17	1
O=C(Nc1ccn(Cc2c(F)c(F)cc(F)c2F)n1)c1ccc(COc2cc(Cl)ccc2Cl)o1
    -4	0.7	0.8	1	-8	-12	4	28	13	1.1
Cc1ccc(-c2nc(C#N)c(NCc3ccco3)o2)cc1
    1	0.9	4.8	1	4	-4	-10	7	-73	1
Cc1cc(C(C#N)c2cccc(Cl)c2)n2ncnc2n1 (stereo not given)
    -2	0.9	0.5	1	-7	-4	-10	10	12	1.1
CC(=O)N/C(=N\OCc1ccccc1Cl)c1nonc1NC(C)=O
    -4	0.9	2.6	1	-8	-1	40	10	-32	1.1
Cc1ccccc1OCCn1cc(C(=S)N2CCN(C)CC2)c2ccccc21
    -4	1	-1.0	1	-6	-9	79*	-3	-21	1.1
COCCn1c(=NC(=O)c2cc3ccccc3oc2=O)sc2cc(S(N)(=O)=O)ccc21
    3	0.4	5.2	1	-7	-10	-8	/	10	1.1
CC1CCN(CC(=O)NCc2ccco2)CC1
    -4	1.1	0.9	1	-6	-8	2	-14	-13	1.1
CCOC(=O)C1=C(C)N=C(SC)N(C)C1c1ccccc1 (stereo not given)
    -5	0.9	0.3	1	-9	-4	25	11	14	1.1
COc1ccccc1Oc1ccc(S(=O)(=O)N2CCOCC2)cc1S(=O)(=O)N1CCOCC1
    5	1	2.6	0.9	-4	-4	-2	4	3	1
CCCOc1cccc(C(=O)NC(=S)Nc2ccc(N3CCN(C)CC3)cc2)c1
    -1	1	-0.9	1	1	6	0	3	-3	1
CCOC(=O)C1=C(O)/C(=C/c2ccc(OCC(=O)O)c(OC)c2)SC1=Nc1ccc(OC)cc1
    2	1	14*	1	0	-5	38	-5	-3	1
C=CCn1c(SCc2ccc(C#N)cc2)nnc1-c1cccc(OC)c1
    -6	1	-0.7	1.1	-8	-9	84*	4	3	1.1
Cc1ccc2c(Cl)c(C)c(N3CCCCC3)nc2n1
    -5	1	2.1	1.1	1	1	18	1	-19	1
CC(C)Oc1ccc(C(=O)Nc2ccc(N3CCCC3)cc2)cc1
    -2	0.9	2.3	1	4	-10	-3	8	-2	1
Cc1nn2c(=O)cc(CSc3nc4ccccc4[nH]3)nc2s1
    -5	1.2	1.7	1	3	-1	-2	-15	/	1
CCOC(=O)Nc1ccc(NC(=O)c2ccccc2F)cc1
    -5	1.1	5.5	1	5	-13	-6	-7	-47	0.9
N#Cc1cc2c(nc1SC1CCCCC1O)CCCC2 (stereo not given)
    -4	1	0.0	1	-7	11	2	4	-5	1.1
Cc1nn(-c2ccccc2)c2nc(Cl)c(C(=O)O)cc12
    -2	1.1	-0.8	1	-5	-16	-4	-11	-15	1
Cc1cnc(C(=O)Nc2cccc(S(=O)(=O)N(C)C)c2)cn1
    3	0.9	1.1	1	0	3	-7	13	-42	1
O=c1cc(O)nc(SCc2ccccc2)[nH]1
    -5	1	2.7	1.1	-5	-4	-7	-2	-4	1
O=C(CCCO)c1ccc2c(c1)OCCO2
    -4	0.9	-0.1	1	-4	-12	-1	8	15	1
CCCCN(C(=O)/C=C/c1ccco1)c1c(N)n(CC(C)C)c(=O)[nH]c1=O
    -2	0.9	1.2	1	-3	-14	-4	8	11	1
Cc1cccn2c(=O)c(/C=C3\SC(=S)N(CC(C)C)C3=O)c(NCCCOC(C)C)nc12
    15	0.8	6.1	0.9	-3	23	0	18	-5	1
Cc1ccc(NC(=O)CN2CC(C)SC2=NC2CCCCC2)cc1 (stereo not given)
    -4	1.1	2.0	1	-7	-9	5	-11	-20	1.1

# Profiles, quoted from the list. Screens in order: TNAP inh hiacc, bIAP act, RAM network inh, TNAP act hi DEA, FLuc inh counter, TNAP inh noacc, L major viab, bIAP inh, APP transl inh, FLuc act counter
# Results for `Cc1ccc(NC(=O)CN2CC(C)SC2=NC2CCCCC2)cc1` (stereo not given) : -4, 1.1, 2.0, 1, -7, -9, 5, -11, -20, 1.1
# Results for `CCCCN(C(=O)/C=C/c1ccco1)c1c(N)n(CC(C)C)c(=O)[nH]c1=O` : -2, 0.9, 1.2, 1, -3, -14, -4, 8, 11, 1

# Other results follow.
# Below each SMILES: TNAP inh hiacc	bIAP act	RAM network inh	TNAP act hi DEA	FLuc inh counter	TNAP inh noacc	L major viab	bIAP inh	APP transl inh	FLuc act counter
Cc1ccc(OCCOC(=O)CCc2nc3ccccc3c(=O)[nH]2)cc1
    -1	1	0.8	1	-4	-5	-12	0	-16	1
Cc1ccc(C)c(Cc2c(C)nc3c(C(=O)NCc4ccc5c(c4)OCO5)cnn3c2C)c1
    1	1	2.5	1	-6	23	44	-3	0	1.1
Cc1onc(-c2c(F)cccc2Cl)c1C(=O)OCC(=O)c1c(N)n(C)c(=O)n(C)c1=O
    -1	1.1	0.6	1	-3	-8	76*	-8	4	1
Nc1cccc2c1C(=O)N(C(=O)/C=C/c1ccc(F)cc1)C2=O
    -5	0.9	4.6	1.1	52*	-7	-4	13	17	0.5
CCOC(=O)CSc1nnc(-c2ccc(OC)cc2)n1CC
    -6	0.9	0.4	1.1	-4	-10	-3	6	10	1
COc1cc(C=C(c2nc3ccccc3s2)c2nc3ccccc3s2)ccc1O
    36	1	6.9	0.6	2	16	97*	0	3	1
Cc1ccc(NS(=O)(=O)c2ccc(NC(=O)CN(c3cc([N+](=O)[O-])ccc3C)S(C)(=O)=O)cc2)c(C)c1
    2	1	6.9	1	-4	-9	1	3	-8	1
COc1ccc(CCN2C(=O)CC(NCCc3ccc(S(N)(=O)=O)cc3)C2=O)cc1OC (stereo not given)
    5	1	0.0	1	-1	-3	-5	0	3	1
COCCN1C(=O)/C(=C/c2ccc(N3CCCC3)cc2C)SC1=S
    48	0.7	16*	0.5	11	47	24	30	-15	0.9
Nc1nnc(SCC(=O)c2ccccc2)s1
    -7	0.8	1.5	1.1	-2	-12	-5	16	-19	1
CCOC(=O)C1C(=O)NC(c2ccccc2)=NC1c1ccccc1 (stereo not given)
    4	1	4.4	1	1	-3	-2	2	-2	1
COc1cccc(CNc2ncn[nH]2)c1OCc1ccc(F)cc1
    1	1.3	0.7	1	-1	-27	3	-25	-1	1
O=C(N/N=C/c1ccc(OCCCF)cc1)c1ccc(C(F)(F)F)cc1
    -4	1	4.7	1	-2	-12	-5	-2	0	1
C/C=C/C=N/NC(=O)CN(c1ccc(Br)cc1)S(=O)(=O)c1ccccc1
    -2	0.9	2.1	1	-4	-14	1	10	3	1
Cc1cc2cc(C(c3nnnn3Cc3ccccc3)N3CCc4ccccc43)c(=O)[nH]c2cc1C (stereo not given)
    -7	0.9	4.5	1.1	-2	-8	99*	12	16	1
COc1cccc(/C=N/NC(N)=S)c1OCc1cccc(Cl)c1
    2	0.3	1.9	1	5	5	70*	/	0	1
CCNc1oc(COc2ccccc2F)nc1C#N
    -3	0.7	-0.6	1	-4	-6	2	26	-22	1
CCN1CCCC1CN(Cc1cc2ccc(C)cc2[nH]c1=O)C(=S)Nc1cccc(OC)c1 (stereo not given)
    -3	0.9	1.4	1	-6	1	11	5	-10	1.1
CC(C)C1=NOC(C(=O)N2CCC(N3CCC(C(=O)N4CCOCC4)CC3)CC2)C1 (stereo not given)
    -3	0.9	2.4	1	-7	-10	3	10	4	1.1
C=CCOc1ccc(CNc2ccc3[nH]c(=O)[nH]c3c2)cc1
    0	1	-0.7	1	-2	-3	16	-2	13	1
CN(C)c1ccc(C=Nc2ccccc2)cc1
    -8	1	1.4	1.1	-1	9	-4	2	13	1
Cc1nn(-c2ccc(Cl)cc2Cl)c(C)c1C(=O)O
    0	1.1	0.5	1	1	-2	-4	-6	4	1
COC(=O)c1ccc(C(=O)Nc2ccc3nc(-c4cccnc4)[nH]c3c2)cc1
    0	0.9	-0.1	1	-3	3	3	12	16	1
Nc1n[nH]c(S(=O)(=O)CCCc2ccccc2)n1
    -5	0.9	-0.1	1	-4	-11	-7	10	-3	1
COC(C(=O)NCc1ccccc1C)c1ccccc1 (stereo not given)
    -8	1.1	0.5	1.1	-9	-8	-4	-6	-13	1.1
Cc1cc(N=Cc2c(O)n(-c3cccc(Cl)c3)c(=O)c3ccccc23)no1
    -2	1	1.8	1	-4	-6	1	2	18	1
O=C(c1ccccn1)C1CCCN(Cc2cn[nH]c2-c2cc3ccccc3o2)C1 (stereo not given)
    5	1.2	0.4	1	5	6	20	-23	-16	1
CC(=O)Nc1cc(S(=O)(=O)C(F)(F)F)ccc1Cl
    2	0.9	1.6	1	9	-5	4	8	-1	0.9
CC(C)c1ccc(C(O)c2cnc(C(C)C)n2C)cc1 (stereo not given)
    3	1	-0.9	1	-4	-13	15	5	-5	1
O=c1cnnc(SCc2ccc([N+](=O)[O-])cc2)[nH]1
    -3	1.1	3.3	1	-1	4	-9	-12	-20	1
Cc1ccc(-c2n[nH]c(=S)n2/N=C/C=C/c2ccccc2[N+](=O)[O-])cc1
    6	1	0.9	0.9	-4	32	-7	-2	-4	1
CCOc1ccc(C(c2c(C)[nH][nH]c2=O)c2c(C)[nH][nH]c2=O)cc1OCC
    71*	0.8	1.9	0.3	-2	58*	22	23	4	1
COc1ccc(/C=C/C(=O)O)cc1S(=O)(=O)N1CCCCC1
    -6	0.9	1.4	1.1	0	-7	0	5	21	1
CCOC(=O)c1[nH]c2ccc(Br)cc2c1NC(=O)CCN1CCCC(C)C1 (stereo not given)
    4	0.9	-0.5	1	5	2	-5	8	-5	0.9
COc1cc(OC)cc(C(=O)NNC(=S)NCc2ccco2)c1
    -2	1.4	2.2	1	-4	-137	-2	-43	3	1

# 4 compounds out of the list above, ordered by the value under bIAP act, lowest first.
compound | TNAP inh hiacc | bIAP act | RAM network inh | TNAP act hi DEA | TNAP inh noacc | bIAP inh | APP transl inh
Nc1cccc2c1C(=O)N(C(=O)/C=C/c1ccc(F)cc1)C2=O | -5 | 0.9 | 4.6 | 1.1 | -7 | 13 | 17
CCCOc1cccc(C(=O)NC(=S)Nc2ccc(N3CCN(C)CC3)cc2)c1 | -1 | 1 | -0.9 | 1 | 6 | 3 | -3
CCOC(=O)Nc1ccc(NC(=O)c2ccccc2F)cc1 | -5 | 1.1 | 5.5 | 1 | -13 | -7 | -47
O=C(c1ccccn1)C1CCCN(Cc2cn[nH]c2-c2cc3ccccc3o2)C1 (stereo not given) | 5 | 1.2 | 0.4 | 1 | 6 | -23 | -16
